CSM14.1 death rescue – protection against thapsigargin-triggered cell killing – 384-well, CSM14.1, ATP luminescence, primary screen (AID 1222) | one-dose cellular ATP content (survival), % at 20 µM; EC50 in µM for titrated hits | CSM14.1 thapsigargin-induced death rescue, ATP luminescence; higher % means a stronger effect | 190,000 tested, under 10 active;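 active = EC50 below 50 µM in the dose-response confirmation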;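 also: death triggered by thapsigargin at about 15 µM added after 2 h compound pretreatment; cell ATP read after overnight thapsigargin exposure of roughly 18 to 22 hours; normalized against plate controls of thapsigargin alone and 5% DMSO vehicle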
Ins promoter up – MIN6 insulin promoter up-regulation; hit rate 0.3% among 190,000; AID 1625; z-score at 5 µM; MIN6 insulin promoter-GFP reporter, high-content imaging; active compounds read high;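 active = z-score above 3 at 5 µM with at least 500 cells counted in the well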
M17LAP inhibition – P. falciparum M17LAP inhibitors, primary screen, biochemical, fluorogenic H-Leu-NHMec substrate, 1536-well (AID 1619). inhibition, % at 30 µM, or IC50 in µM where a hit was titrated. recombinant M17LAP, H-Leu-NHMec fluorogenic kinetic assay; higher % means a stronger effect. hit rate 0.38% among 220,000;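 active = compound inhibiting the enzyme by more than half at any dose during confirmatory dose-response retesting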;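 also: plate controls were full reaction with DMSO carrier for no effect and no enzyme background for full effect; strong numbers were not always called active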
P. falciparum M1AAP – malaria alanyl aminopeptidase activity blockers – biochemical, fluorogenic H-Leu-NHMec substrate, 1536-well (AID 1445) | recombinant M1AAP, H-Leu-NHMec fluorogenic kinetic assay; higher % means a stronger effect | inhibition, % at 30 µM; hits with a dose series show IC50 in µM | hit rate 0.42% among 220,000;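 active = primary inhibition above the hit cutoff, then over 50% inhibition at one or more dose response concentrations, cut at about 23% in these data, passing the limit was not always enough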;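 also: plate controls were DMSO full reaction for no effect and no enzyme background for full effect; strong numbers were not always called active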
Yfh1-depleted yeast – enhancers of respiration in Yfh1-depleted yeast, dose response, Friedreich's ataxia, plus single-dose screen (AID 1465). fold induction at 50 µM; hits with a dose series show EC50 in µM. S. cerevisiae Yfh1-off respiration, WST-1 reduction, 72 h; higher fold induction means a stronger effect. hit rate 0.074% among 220,000;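 active = fold induction of absorbance versus untreated yeast above a set limit, then at least 30% activation at any dose in follow-up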;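 also: activators that raise dye reduction in frataxin-depleted yeast; strong numbers were not always called active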
Hep lipid drop – modulators of hepatic lipid droplet formation | hit rate 0.4% among 240,000 | inhibition, % at 6.5 µM | AID 1656 | AML12 mouse hepatocytes, oleate lipid droplets, BODIPY imaging;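 active = lipid droplet intensity inhibited by at least 50%, with more than 500 cells counted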
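Test system: AML12 mouse liver cells; schedule: overnight exposure; technique: high-content imaging of BODIPY-stained droplets and DAPI nuclei; read-out: % inhibition of corrected integrated BODIPY droplet signal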
Autophagy HCS – autophagy modulation, high-content screen; hit rate 0.98% among 190,000; calls only at 10 µM (by protocol); MEF GFP-LC3 puncta imaging; test concentration mostly 10 µM;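 active = percentage of spot-positive cells more than 3 SD above its plate mean, without a fluorescence outlier flag or 80% toxicity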;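 also: spot-positive cell cutoff set from DMSO-treated cells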
Dynein cargo inh – blocks dynein driven cargo transport along microtubules | AID 1381 | hit rate 0.47% among 220,000 | 3617.4 mouse cells, GR-EGFP nuclear translocation imaging; test concentration mostly 20 µM; stimulated with dexamethasone, 1 µM; active compounds read low | z-score, hits read low;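 active = plate z-score of nuclear minus cytoplasmic receptor signal below a set negative limit, without overly bright fluorescence or cell loss, cut at about -3.5 in these data, passing the limit was not always enough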;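 also: z-score of nuclear minus cytoplasmic ring GR-EGFP intensity difference per well; some compounds called inactive have numbers as strong as hits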
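Also added – dexamethasone, 1.0 µM final · Buffer or medium – tet-free, stripped-serum medium · Schedule – induction 48 h, compound 1 h, agonist 30 min · Detection – formaldehyde fixation, Hoechst nuclear stain, 10x automated fluorescence imaging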
MT stabilizer – microtubule stabilization, imaging screen | HeLa tubulin immunostaining HCS, 24 h; share of cells brighter than vehicle mean+2SD | hit rate 0.83% among 200,000 | AID 2205 | % tubulin-high responders, % at 10 µM;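 active = plate Z-score above 3 for both tubulin-high and condensed-nucleus cell shares, with cell loss under 80%, at 10 µM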;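 also: anti alpha tubulin signal scored within the nucleus-defined area of each cell; some results filed as inactive read as strong as hits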
Dynein cargo inh cytoplasmic EGFP – further read-out of Dynein cargo inh, marked with its call; z-score; measured here: cytoplasmic GR-EGFP intensity; active compounds read high
Dynein cargo inh nuclear GR-EGFP – recorded beside Dynein cargo inh, whose call it bears; z-score; measured here: nuclear GR-EGFP intensity;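 lower value marks the stronger effect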
Dynein cargo inh cell count – recorded beside Dynein cargo inh, whose call it bears; z-score; measured here: cell count per field
Ins promoter up cell count – also measured in Ins promoter up; calls as there; cell count; measured here: cytotoxicity, nuclei count;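 total cells summed across four imaged fields per well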
Hep lipid drop cells 6.5 µM – further read-out of Hep lipid drop, marked with its call; cell count; measured here: cell count, cytotoxicity flag;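 cells counted across two imaged fields per well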
MT stabilizer Hoechst-high % – recorded beside MT stabilizer, whose call it bears; % Hoechst-high responders; measured here: nuclear condensation Hoechst responders;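 share of cells brighter than vehicle mean plus two SD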
MT stabilizer cytotoxicity % – second read-out of MT stabilizer, no call of its own (marks repeat the call); toxicity, %; measured here: cytotoxicity by cell density;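 0% = mean cell density of plate MIN control wells and 100% = no cells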
Autophagy HCS cell loss 18 h – second read-out of Autophagy HCS, no call of its own (marks repeat the call); toxicity, %; measured here: cell loss, nuclei count;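 cell loss after 18 h compound exposure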
The depositor's hits bear a star; i = inactive; nt = not tested or not shown.

SMILES	CSM14.1 death rescue	Ins promoter up	Ins promoter up cell count	M17LAP inhibition	P. falciparum M1AAP	Yfh1-depleted yeast	Hep lipid drop	Hep lipid drop cells 6.5 µM	Autophagy HCS	Autophagy HCS cell loss 18 h	Dynein cargo inh	Dynein cargo inh cytoplasmic EGFP	Dynein cargo inh nuclear GR-EGFP	Dynein cargo inh cell count	MT stabilizer	MT stabilizer Hoechst-high %	MT stabilizer cytotoxicity %
CCC(C)[C@H](NC(=O)N1CCN(C)CC1)C(=O)OC (some centres undefined)	0.3%	-0.04	1517	4%	0%	i	23	672	i	0	-0.2	-0.21	0.099	-0.36	5.9	2.8	6.7
CCCOc1ccc(N2C(=O)CC(N3CCC(c4nncn4CC)CC3)C2=O)cc1 (centres undefined)	0.4%	0.29	1249	5%	-1%	i	0	743	i	-9	-0.25	-0.26	-0.098	0.66	4.2	2.2	9.7
CCOc1ccc(S(=O)(=O)n2cc(-c3ccccc3)c(N)n2)cc1	-0.6%	-0.26	1314	-3%	0%	i	nt	nt	i	-5	-0.48	-0.39	-0.074	0.47	2.7	1.9	4.2
CSC1=C(C#N)C(c2ccccc2Cl)C(C(=O)c2cccs2)C(O)(C(F)(F)F)N1 (centres undefined)	2.0%	-0.04	1461	1%	-2%	i	7	604	i	5	0.18	0.013	0.28	-0.13	3.4	2.1	4.6
CCCc1cc(=O)[nH]c(SCC(=O)N2CCC(C(=O)OCC)CC2)n1	-0.7%	0.82	809	14%	-2%	i	12	781	i	-2	0.93	0.13	0.75	-0.55	1.5	1.8	6.7
Cc1cc2nnc(SCC(=O)N3CCCCC3)n2c(N)n1	0.5%	0.52	1480	11%	10%	i	0	532	i	1	0.3	-0.33	0.26	0.24	2.3	1.3	9.3
CCOc1ccc(N2CC(C(=O)Nc3ncccc3C)CC2=O)cc1 (centres undefined)	2.5%	0.63	1351	1%	8%	i	nt	nt	i	-5	0.85	-0.095	0.48	0.091	4.7	3.1	2.5
O=C1/C(=C\c2ccccc2Cl)SC(=S)N1CCC(=O)N1CCCc2ccccc21	-0.7%	1	1343	14%	2%	i	-5	637	i	25	0.18	-0.23	0.17	-0.36	3.4	2.1	7.6
Cn1c(CNC(=O)c2ccccc2)nnc1SCC(=O)N1CCN(c2ccccc2)CC1	-2.2%	nt	nt	1%	5%	i	-3	718	i	-9	-0.37	-0.13	0.13	0.82	3.2	1.7	4.8
COc1ccc(/C=C/C(=O)c2c(O)c(OC)c3occc3c2OC)cc1	0.4%	-1.1	1344	-22%	3%	i	14	721	i	-12	-4.7*	1.2*	-1.9*	-0.78*	3.7	1.7	2.1
Cc1ccc(C(=O)N2CCN(c3ncnc4c3cnn4-c3ccccc3)CC2)cc1	nt	nt	nt	nt	nt	i	nt	nt	i	18	0.76	-0.062	0.41	0.8	3.2	2.3	6.2
COc1ccc(CNC(=O)C2CCCN2C)cc1OC (centres undefined)	nt	-0.01	1179	7%	5%	i	0	700	nt	nt	0.16	-0.8	-0.24	-0.38	nt	nt	nt
CCn1c(SCC(=O)NNC(=O)c2ccccc2)nnc1-c1ccncc1	0.2%	0.09	1732	4%	7%	i	-12	595	i	-9	-0.54	-0.21	-0.47	-0.24	3.1	1.6	4.8
O=C(CSCCSCC(=O)c1ccco1)c1ccco1	nt	-0.57	1132	-2%	5%	i	-14	658	i	-2	0.24	-0.28	-0.69	0.74	3.0	1.8	7.8
CN(C)C(=O)OCC1COc2ccccc2O1 (centres undefined)	nt	0.16	1407	-1%	-1%	i	18	771	nt	nt	-0.73	-0.0082	-0.59	0.057	nt	nt	nt
Cc1cc(Cl)ccc1OCC(=O)N1CC(C)CC(C)C1 (centres undefined)	-0.8%	nt	nt	1%	7%	i	-61	625	i	-11	-1.1	-0.2	-0.71	-0.49	3.2	2.1	0.8
CCN(CC)CCN(C(=O)c1ccc([N+](=O)[O-])cc1)c1nc2c(OC)cccc2s1	-0.8%	0.32	1287	8%	1%	i	-21	673	i	12	-0.31	-0.23	-0.13	0.95	5.0	2.6	3.8
O=C(Nc1ccc(O)cc1)/C(=C\c1cccs1)NC(=O)c1ccccc1	2.8%	0.16	1309	8%	8%	i	5	660	i	24	-0.058	-0.11	0.15	0.6	5.1	1.3	3.0
Cc1ccccc1N1C(=O)C(Cl)=C(N2CCN(c3ccccc3)CC2)C1=O	-1.2%	0.73	1375	-7%	2%	i	nt	nt	i	7	-0.32	-0.059	0.087	-0.48	4.5	2.5	15
O=C(Nc1ccccc1)c1cc([N+](=O)[O-])ccc1Cl	nt	0.64	620	-7%	-6%	i	15	691	nt	nt	0.24	-0.74	0.56	-0.88	nt	nt	nt
CC1CCN(CCCCOc2ccccc2-c2ccccc2)CC1	-3.5%	-0.46	1100	-6%	6%	i	-12	612	i	-2	-0.097	-0.21	-0.49	-0.53	2.9	2.9	7.6
CCOc1nc(C)nc(NC(=O)NS(=O)(=O)c2ccccc2Cl)n1	1.8%	0.8	951	2%	23%	nt	nt	nt	i	-16	-0.62	0.94	0.028	0.042	3.1	1.9	6.5
c1ccc(CSc2snnc2-c2ccccc2)cc1	-0.1%	0.49	1823	4%	3%	i	8	549	i	-19	0.3	-0.22	-0.16	-0.24	2.9	1.7	2.9
O=c1[nH]c(=O)n(CCO)c2nnn(Cc3ccccc3)c12	-0.9%	0.14	1134	3%	2%	i	nt	nt	i	10	-0.82	-0.33	-0.31	0.2	2.6	2.0	5.0
CCn1c(SCC(=O)N2CCOCC2)nc2oc3c(Cl)cc(Cl)cc3c(=O)c2c1=O	-0.3%	nt	nt	-16%	4%	i	nt	nt	i	15	-3.5*	0.39*	-1.7*	0.28*	4.0	2.4	11
CCOc1cc(NC(=S)NCC2CCCO2)c(OCC)cc1NC(=O)c1ccc(C)cc1 (centres undefined)	-3.1%	0.53	1429	0%	5%	i	-3	664	i	-3	-0.17	0.019	0.12	-0.86	2.6	2.6	2.8
COc1ccc(NC(=O)Nc2ccncc2)c(OC)c1	-0.2%	0.14	1518	3%	-3%	i	5	687	i	3	-0.081	-0.26	-0.2	0.87	2.3	1.2	3.3
Cn1nnnc1SCC(=O)N(C1CCCCC1)C1CCS(=O)(=O)C1 (centres undefined)	-1.1%	1.1	1582	9%	2%	i	1	662	i	0	0.9	0.033	0.66	-2.2	2.3	2.1	8.1
COC(=O)c1cc(=O)n(Cc2ccc(F)cc2)c(=Nc2ccccc2)s1	nt	0.22	809	3%	3%	i	2	662	nt	nt	-4.6*	1.1*	-1.9*	-1.5*	nt	nt	nt
CCOC(=O)N1CCN(c2c(N3CCN(c4ccccn4)CC3)c(=O)c2=O)CC1	-1.2%	-0.15	1724	14%	-2%	i	29	615	i	-9	0.35	-0.18	0.43	-0.3	2.2	2.3	8.1
CCOc1ccccc1NC(=S)Nc1ncccc1C	-2.8%	-0.82	1430	3%	6%	i	20	647	i	3	-0.17	-0.077	0.036	-0.87	18	7.1	68
CC1(C)Cc2ccccc2C2CC(O)C(=O)N21 (centres undefined)	0.7%	0.68	1422	0%	2%	i	nt	nt	i	-2	-0.83	-0.22	-0.25	1.4	0.8	1.5	8.0
Cc1cc(N(CC(=O)NC2CC2)S(C)(=O)=O)ccc1Br	-5.4%	0.72	1051	-7%	1%	i	-3	575	i	-4	0.19	-0.2	0.23	-0.82	3.2	3.6	13
COC(=O)c1ccccc1N(C)S(=O)(=O)c1cc2c(cc1C)OCC(=O)N2	-3.8%	0.77	1205	4%	0%	i	6	622	i	5	-0.23	-0.36	-0.17	1.3	3.2	2.6	4.5
Cc1noc(C)c1COC(=O)Cc1ccc(Cl)cc1	2.1%	-0.68	1342	13%	3%	i	nt	nt	i	-16	-0.075	-0.21	0.22	-0.52	1.9	2.3	6.1
COc1ccc(C(=O)Nc2cccc(/C(C)=N/NC(=O)c3ccc([N+](=O)[O-])c(C)c3)c2)cc1OC	-3.1%	nt	nt	3%	0%	i	3	660	i	27	-0.18	-0.13	0.14	0.13	2.3	1.2	0.4
COc1ccc(OC)c(C(=O)CN2CCN(S(=O)(=O)c3ccc(Br)cc3)CC2)c1	-1.0%	1.4	1320	2%	3%	i	31	745	i	25	0.55	-0.14	1	-0.048	2.3	1.2	3.7
CCn1c(CNc2ccc(C)cc2)nnc1SCC(N)=O	-1.0%	nt	nt	4%	15%	i	-6	722	i	-5	-0.079	-0.25	0.34	-0.16	3.1	2.0	5.5
COc1ccc(-c2cc(-c3ccccc3O)[nH]n2)cc1	-0.9%	0.39	1117	0%	-4%	i	nt	nt	i	-27	-1.2	-0.31	-0.32	0.23	3.4	1.5	2.9
CCOC(=O)N1CCN(Cc2nc(-c3ccc(Cl)cc3)no2)CC1	4.1%	-0.45	1639	-7%	4%	i	nt	nt	i	6	-0.68	-0.15	-0.97	-0.21	3.3	1.6	10
O=C(Nc1cccc(-c2cnc3ccccc3n2)c1)c1cccc(NC(=O)c2ccco2)c1	2.0%	nt	nt	-1%	4%	i	6	843	i	-5	-1.1	-0.062	0.035	0.43	1.4	0.2	12
